# MLL CXXC-DNA inh: inhibitors of human MLL CXXC domain-DNA interaction; Q03164; Potency, µM (series often up to 115 µM), for the others: top-dose activity change, negative = inhibition, actives largely listed as inhibitors; AID 2662; 290,000 compounds, 0.037% hits; MLL-CXXC / FITC-HOXA9 DNA fluorescence polarization; active = well fitted inhibition curve with a large enough effect in the polarisation, with a control signal flat, not every such curve was filed as active; inconclusive = small, poorly fitted or top-dose-only effect, or effect the other way, or a change in a side signal; inactive = no such curve, though single readings can be large or run the other way; the % refers to the polarisation; also: potency is read from the fitted curve at half-maximal effect
#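 Steps: dispense CXXC domain solution (7 uM) → pin compounds or unlabeled HOX-A9 DNA control → 5 min ambient → add FLSN-HOX-A9 solution (50 nM) → spin → 30 min ambient → fluorescence polarization. Tris pH 7.5/NaCl/DTT/BSA buffer.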
# BRCA1 expr act: increases BRCA1 expression. MCF7-BRCA1-FFLuc reporter, luminescence, 48 h; response scale: scaled: vehicle 0%, 10 µM genistein 100%. Potency, µM (doses to about 46.1 µM), for the others: at the top dose activation, usual class: activators. 380,000 compounds, 1.1% hits. AID 624202; also: potency is read from the fitted curve at half-maximal effect; nearly all actives have a fitted effect of over 80% in size; some results filed as inactive show a strong effect at the top dose
#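 48 h compound treatment of MCF7-BRCA1-FFLuc cells (phenol-red free MEM, 37 °C), then 15 min with luciferase substrate and luminescence imaging.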
# Integrin act MD: integrin-mediated muscular dystrophy alleviation activation; alpha7betagal myoblasts, beta-gal FDG fluorescence, 48 h; Potency, µM (top dose mostly 38.3 µM), inactives show top-dose activation, hits mostly activators; 350,000 compounds, 0.064% hits;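 also: potency is read from the fitted curve at half-maximal effect; 100% = response of the positive control SU9516; nearly all actives have a fitted effect of over 60% in size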
#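 alpha7betagal+/- myoblasts (passage 13, 250/well) treated 48 h at 37C with compounds at 1:260 dilution of DMSO stock. Lysed, then beta-galactosidase activity read as FDG fluorescence (ex 480/em 540) after 30 min, with pre-read for autofluorescence.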
# B2AR arrestin: recruits beta-arrestin to the human beta2-adrenergic receptor; 330,000 compounds, 0.02% hits; beta-arrestin recruitment to beta2AR, cell-based reporter; Potency, µM (highest dose often 46.1 µM), for the others: at the top dose activation, actives largely listed as activators; AID 492947; P07550;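 also: potency is read from the fitted curve at half-maximal effect; 0% = DMSO controls and full agonism = EC100 isoproterenol or metaproterenol; nearly all actives have a fitted effect of over 65% in size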
# Target sequence (P07550 whole entry, looked up): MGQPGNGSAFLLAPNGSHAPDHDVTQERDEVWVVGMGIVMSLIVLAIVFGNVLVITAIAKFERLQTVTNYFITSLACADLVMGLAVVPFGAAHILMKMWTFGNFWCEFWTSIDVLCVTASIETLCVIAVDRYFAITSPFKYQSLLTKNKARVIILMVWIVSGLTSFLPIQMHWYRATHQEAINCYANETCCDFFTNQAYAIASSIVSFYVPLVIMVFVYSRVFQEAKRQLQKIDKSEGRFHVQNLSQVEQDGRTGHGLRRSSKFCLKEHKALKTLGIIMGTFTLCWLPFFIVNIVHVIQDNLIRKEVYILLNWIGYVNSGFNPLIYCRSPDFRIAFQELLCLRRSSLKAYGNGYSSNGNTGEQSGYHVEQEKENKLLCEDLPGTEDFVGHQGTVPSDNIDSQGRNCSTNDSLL
# TRPV1 agonist: agonists of human vanilloid receptor 1 (TRPV1). Q8NER1. TRPV1-expressing cells, Fluo-8 calcium influx, agonist mode. activation, % at 8.33 µM. 320,000 compounds, 0.19% hits; in the data active = activation above about 80%; inconclusive = between about 30% and that limit; also: 0% is about no effect
#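 TRPV1-expressing cells were cultured overnight at 35.5C and loaded with Fluo-8 calcium dye for 40 to 90 min at room temperature. After a 10 s baseline, compound was added and calcium influx was read kinetically for 3 min (ex 480/em 520 nm).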
# AT treatment: potential ataxia-telangiectasia treatments restoring KAP-1 phosphorylation; […] A-T fibroblasts, KAP-1 phosphorylation AlphaLISA; neocarzinostatin DNA damage 30 min before lysis; Potency, µM (top dose mostly 57.5 µM), without a hit: at the highest dose activation, actives largely listed as activators; 320,000 compounds, 0.19% hits; also: potency is read from the fitted curve at half-maximal effect; % of control where 0% means no effect; nearly all actives have a fitted effect of over 45% in size
#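 hTERT-immortalized A-T patient fibroblasts ([…]), 500 cells/well in OPTI-MEM, 1% FBS, got compounds for 60 min, then NCS for 30 min at 37C. Lysates were then assayed for phospho-KAP-1 by AlphaLISA (anti-pKAP1 donor, anti-KAP1 acceptor beads), 6 hr at 25C.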
# ELG1 DNA repair: blocks ELG1-dependent DNA repair in HEK293T cells | HEK293T ELG1-luciferase reporter, luminescence, 16 h; DNA damage induced by 5-fluorouridine | Potency, µM (titrated, usually from 46.1 µM), inactives show at the top dose activity change, negative = inhibition, hits mostly inhibitors | 330,000 compounds, 2.3% hits | AID 504467; also: potency is read from the fitted curve at half-maximal effect; % is scaled to controls: 0 for no effect and ±100 for the full control effect; nearly all actives have a fitted effect of over 55% in size
#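 Quantitative HTS, concentration-response format. 2,000 cells/well co-treated with 5-fluorouridine and compound, 16 hr in 5% CO2 at 37 °C; ONE-Glo luminescence read after 30 min.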
# TSG101-PTAP inh: blocks PTAP/TSG101 interaction to inhibit HIV-1 budding | Fluorescence polarization, FITC-PTAP peptide / Tsg101 binding | Potency, µM (highest dose often 115 µM), inactives show at the top dose activity change, negative = inhibition, actives largely listed as inhibitors | 340,000 tested, under 10 active; active = well fitted inhibition curve with a large enough effect in the main read-out, with a control signal flat, not every such curve was filed as active; inconclusive = small, poorly fitted or top-dose-only effect, or effect the other way, or a change in a side signal; inactive = no such curve, though single readings can be large or run the other way; also: potency is read from the fitted curve at half-maximal effect; % of control where 0% means no effect
# Target sequence (Q99816 whole entry, looked up): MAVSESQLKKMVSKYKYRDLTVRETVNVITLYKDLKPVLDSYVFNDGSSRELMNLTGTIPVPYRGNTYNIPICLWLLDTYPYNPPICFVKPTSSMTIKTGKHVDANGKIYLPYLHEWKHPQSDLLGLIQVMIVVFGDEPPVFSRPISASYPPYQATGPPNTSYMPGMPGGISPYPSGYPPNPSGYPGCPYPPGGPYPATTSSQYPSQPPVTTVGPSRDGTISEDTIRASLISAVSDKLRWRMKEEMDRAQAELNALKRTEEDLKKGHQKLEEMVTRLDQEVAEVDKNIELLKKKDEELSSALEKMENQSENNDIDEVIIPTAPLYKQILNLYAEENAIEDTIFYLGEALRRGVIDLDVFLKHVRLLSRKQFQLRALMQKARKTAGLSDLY
#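 Fluorescence anisotropy tracks displacement of a FITC-tagged PTAP peptide (50 nM) from the Tsg101 binding domain (10 uM), following a 20 min room-temperature incubation at pH 7.5.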
# p53 reactivator: restores transcriptional activity of mutant p53 | 320,000 compounds, 0.063% hits | H1299 p53-A138V BP100-luciferase reporter, luminescence, 24 h | Potency, µM (series often up to 92.2 µM), for the others: at the highest dose activity change, positive = activation, usual class: activators; also: potency is read from the fitted curve at half-maximal effect; % of control where 0% means no effect; nearly all actives have a fitted effect of over 45% in size
#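 H1299 (p53-null), stable ts p53-A138V + BP100-Luc; 1000 cells/well, Opti-MEM/10% FBS; cpd 4 pt, 1:5; 24 h, 37 deg C, 5% CO2; detection reagent 10 min RT; luminescence.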
# TCR activator: activates T cell receptor signaling | primary human leukocytes, anti-CD3, IL-2 HTRF, 48 h | Potency, µM (highest dose often 9.22 µM), inactives show top-dose activation of IL-2 secretion, usual class: activators | AID 504894 | 330,000 tested, under 10 active; also: % of control where 0% means no effect
#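 Human primary leukocytes + a-CD3 beads + cpd, 48 hr; IL-2 in supernatant by HTRF (ex 320nm / em 665nm). No co-stimulatory signal supplied.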
# The depositor's hits bear a star; ? = inconclusive; . = no result given; & = joins results of further samples; [ ] = another dose, or the depositor's remark. Unless noted, calls follow the shape of the dose curve; as a rule, active = well fitted curve in the direction sought with a large enough effect; inconclusive = small, poorly fitted or top-dose-only effect, or another doubt; inactive = no such curve, though single readings can be large; an effect the other way counts as inactive or inconclusive.
SMILES,MLL CXXC-DNA inh,BRCA1 expr act,Integrin act MD,B2AR arrestin,TRPV1 agonist,AT treatment,ELG1 DNA repair,TSG101-PTAP inh,p53 reactivator,TCR activator
CCOC(=O)C1=C(Cn2cnc3ccccc32)NC(=O)NC1c1ccc(Cl)cc1 (stereo not given),-2%,1%,-32%[7.66 µM],-0.8%,8,-1%,1%,-2%,-4%,.
COc1ccc(/C=C/C(=O)OCC(=O)Nc2cc(C(F)(F)F)ccc2Cl)cc1,10%,20%,-6%,-2.0%,2,0%,-9%,-1%,-9%,4%[46.1 µM]
CCC(C)NC(=O)c1ccc2c(c1)S(=O)(=O)c1ccccc1C2=O (stereo not given),-22%,-18%,-14%,0.2%,0,15%,?,0%,4%,-1%
Cc1ccccc1C(=O)Nc1cccc(-c2nnc(SCC(=O)O)n2C)c1,15%,-1%,6%,-0.4%,-2,2%,7%,-3%,2%,4%
Cc1cc(C)c([C@@H]2C[C@H]3CN(C4CCCC4)C(=O)[C@]34CCCN24)c(-n2cccn2)c1,-8%,-14%,5%,-0.4%,-4,-26%,0%,-3%,-5%,2%
COC(=O)C1=C(C)NC2=C(C(=O)c3ccccc32)C1c1ccc(-c2ccc(C(=O)O)cc2)o1 (stereo not given),-7%,-35%,18%,0.2%,3,-2%,21µM*,-3%,13%,2%
O=C(NCCN1CCN(Cc2ccccc2)CC1)c1cc2c(=O)[nH]c3ccccc3c2s1,?,10%,-60%[inhibitor],-0.2%,0,-9%,-24%,-4%,-8%,.
COc1ccc(N(CC(=O)Nc2ccccc2OC)S(=O)(=O)c2ccc(OC)c(OC)c2)cc1,21%,-7%,10%,-0.9%,0,-6%,-13%,-5%,.,-1%
O=C(/C=C/c1ccc(-c2cccc([N+](=O)[O-])c2)o1)N1CCOCC1,-14%,?,0%,0.4%,?,-19%,?,0%,-3%,7%
Nc1ncnc2oc(-c3ccco3)c(-c3ccco3)c12,-1%,-19%,-21%,-0.2%,4,-5%,?,-11%,2%,-6%
Cc1ccc(-c2cc(C(=O)Nc3ccc(S(=O)(=O)Nc4cc(C)on4)cc3)c3ccccc3n2)c(C)c1,0%,-21%,13%,-0.3%,-5,-4%,13%,-5%,-16%,4%
Cc1nc2c3cc(F)ccc3n(CCN3CCCCC3)c2s1,-2%,0%,-22%,-0.3%,9,-4%,0%,-5%,4%,-1%
O=C(CN1C(=O)S/C(=C\c2ccc(Cl)cc2)C1=O)NNC(=O)c1ccccc1O,3%,-29%,16%,-1.3%,-1,-4%,31%,-1%,1%,-1%[46.1 µM]
COc1ccc(CCNC(=O)C2CCCN(c3ncnc4c3nc3n4CCCCC3)C2)c(OC)c1 (stereo not given),-16%,-2%,?,0.2%,2,-1%,?,0%,9%,-2%
NC(=O)OCC(COC(N)=O)c1ccccc1,7%&14%,43%&17%,.,-0.3%,1,-12%,1%,1%&1%,2%,-4%&-3%
CCc1ccc(OCCNC(=O)c2ccc(S(=O)(=O)N(C)C)cc2)cc1,0%,-9%,-16%[7.66 µM],-0.4%,18,-1%,-28%,0%,-6%,.
CN(C(=O)COC(=O)CNC(=O)c1ccc(Cl)cc1Cl)c1ccccc1,-2%,49%,23%,-0.1%,0,-13%,-1%,1%,-3%,3%
CCCCCCn1c(CN2CCCCC2CC)nc2c1c(=O)n(C)c(=O)n2C (stereo not given),15%,-1%,4%,0.0%,27,-4%,4%,2%,3%,0%
COc1cc(C2CC(=O)Oc3c(C(CCN4CCOCC4)c4ccc(N(C)C)cc4)c(OC)cc(OC)c32)cc(OC)c1OC (stereo not given),2%,14%,21%,-0.3%,2,-23%,9%,-5%,-1%,-1%
COc1ccc(CCC(=O)NNC(=O)Nc2ccccc2Cl)cc1,4%,1%,0%,-0.3%,-6,1%,-7%,-2%,6%,-5%
Cc1oc(CC(C)C)cc1C(=O)Nc1ccc(C(=O)O)cc1,8%,69%,-2%,0.5%,1,5%,?,-7%,8%,-2%
O=C(CSc1nnc(-c2cccnc2)n1-c1ccccc1)Nc1ccccn1,3%,-4%,6%,0.2%,-2,-3%,-5%,-5%,-4%,0%
O=C(CNS(=O)(=O)c1cccs1)N1CCCCC1,-14%,21%,-8%,-0.2%,1,0%,?,-1%,16%,5%
O=C(CN1N=C(c2ccccc2)CCC1=O)NCCN1CCc2ccccc2C1,-5%,-8%,-7%,-0.8%,-5,-3%,3%,-2%,?,1%[46.1 µM]
CC(=O)Nc1ccc(S(=O)(=O)N2CCc3cc4c(cc3C2)OCCCO4)cc1,16%,5%,0%,0.1%,-5,2%,?,-9%,1%,-4%
# Next part
SMILES,MLL CXXC-DNA inh,BRCA1 expr act,Integrin act MD,B2AR arrestin,TRPV1 agonist,AT treatment,ELG1 DNA repair,TSG101-PTAP inh,p53 reactivator,TCR activator
Brc1ccc(CN2CCN(c3ccccn3)CC2)s1,2%,20%,11%,-0.3%,23,-1%,0%,-2%,-3%,10%
COc1ccc(CCNC(=O)COC(=O)COc2c(C)cc(C)cc2C)cc1OC,-11%,17%,-38%,0.0%,?,4%,22%,-4%,.,0%
CCc1ccc(C(=O)CN2C(=O)NC3(CCOc4ccccc43)C2=O)s1 (stereo not given),.,-6%,33%,0.1%,1,6%,0%,0%,-8%,11%
CC(C)C(=O)Nc1nc(-c2ccc([N+](=O)[O-])cc2)cs1,0%,?,23%,-0.2%,7,1%,?,-1%,?,4%
CCCCNC1c2ccccc2C(=O)N1Cc1ccccc1 (stereo not given),1%,-15%,4%,0.1%,9,6%,3%,0%,?,-5%
CN(C(=O)CC1C(=O)NCCN1CC1CCCCC1)C1CCOCC1 (stereo not given),-8%,-1%,1%,-0.2%,-1,-7%,-4%,-6%,2%,6%
CCc1nnc(NC(=O)CSc2nnc(CNC(=O)c3ccccc3F)n2C)s1,4%,9%,9%,-0.1%,-6,-6%,0%,-2%,-2%,-1%
Cc1ccc(S(=O)(=O)n2nc(C)c(C#N)c2N)cc1,9%,-3%,4%,-0.3%,0,-6%,-1%,-5%,5%,-4%[46.1 µM]
Brc1c(CSc2nc3ccccc3s2)nc2ncccn12,10%,?,8%,2.8%,1,3%,?,0%,?,-3%[46.1 µM]
Cc1ccc(C)c(NC(=O)Cc2csc(-c3ccccc3)n2)c1,10%,-31%,8%,-0.3%,7,4%,2%,4%,4%,2%[46.1 µM]
COc1ccc(Oc2ncnc3c2ncn3Cc2ccccc2)cc1,-6%,26%,-8%,.,-1,.,.,-3%,.,3%
COc1cccc(N(CC(=O)NCCSCc2ccc(C)cc2)S(C)(=O)=O)c1,3%,0%,?,0.4%,-1,-2%,-2%,-1%,.,1%
Cc1ccccc1NC(=O)COC(=O)c1cc(=O)c2ccccc2o1,24%,.,.,0.3%,-1,-3%,0%,.,1%,.
COc1ccc(CCNC(=O)c2ccc3nc[nH]c3c2)cc1,-6%,2%,5%,-0.5%,8,-4%,?,-3%,-9%,-5%
CN(C)CCCN(C(=O)c1ccc(N2C(=O)CCC2=O)cc1)c1nc2c(F)cccc2s1,1%,-10%,4%,0.0%,1,4%,2%,-4%,0%,-3%
CCOC(=O)C1CCN(C(=O)C2CCN(S(=O)(=O)c3cc(Cl)ccc3Cl)CC2)CC1,-6%,-15%,-29%,0.0%,0,2%,?,.,-1%,.
O=C(NCc1cccc(CNC(=O)Nc2cccc(O)c2)c1)Nc1cccc(O)c1,-8%,5%,19%,-0.3%,-1,-13%,?,-2%,0%,-28%
O=C(N/N=C/c1c[nH]c2ccccc12)c1ccc(O)c(O)c1,0%,-20%,-18%,-1.0%,-6,29%,-4%,0%,8%,-1%
COc1ccc(NC(=S)NCC(c2ccco2)N2CCCC2)cc1 (stereo not given),4%,-8%,-9%,0.5%,1,4%,17%,2%,-3%,-9%
COCCNC(=O)c1nc2ccccc2s1,-2%,43%,8%,0.7%,1,1%,?,1%,?,-2%[46.1 µM]
O=C(CC1C(=O)NCCN1Cc1ccccc1)NCCN1CCCCC1=O (stereo not given),-2%,10%,-20%,0.0%,-3,-1%,?,-4%,5%,1%
CCC(C)N(C(=O)COC(=O)c1ccccc1SCC(=O)N1CCCC1)C1CCS(=O)(=O)C1 (stereo not given),18%,1%,7%,-0.7%,-5,11%,?,-4%,18%,3%
N=C1/C(=C/c2ccc(-c3cccc(C(=O)O)c3)o2)C(=O)N=C2SC(CC(=O)N3CCOCC3)=NN12,-16%,95%,-26%,0.1%,2,.,?,-1%,?,-4%

# As a short view, some entries already given:
SMILES,MLL CXXC-DNA inh,BRCA1 expr act,Integrin act MD,B2AR arrestin,TRPV1 agonist,AT treatment,ELG1 DNA repair,TSG101-PTAP inh,p53 reactivator,TCR activator
CCC(C)N(C(=O)COC(=O)c1ccccc1SCC(=O)N1CCCC1)C1CCS(=O)(=O)C1 (stereo not given),18%,1%,7%,-0.7%,-5,11%,?,-4%,18%,3%
N=C1/C(=C/c2ccc(-c3cccc(C(=O)O)c3)o2)C(=O)N=C2SC(CC(=O)N3CCOCC3)=NN12,-16%,95%,-26%,0.1%,2,.,?,-1%,?,-4%

# Compound activity deposited in PubChem by National Center for Advancing Translational Sciences (NCATS).
